# Screening data: PubChem BioAssay, Broad Institute
# S100A4 inh HTS: inhibitors of S100A4-myosin IIA peptide binding, primary screen, biochemical, fluorescence polarization, TAMRA-MyoIIA peptide; Protein S100-A4 (Homo sapiens), P26447; inhibition, % at 10.7 µM; 360,000 compounds, 0.14% hits;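 active = mean inhibition of at least 70% across replicates, with every replicate also reaching that level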
# Target sequence (P26447 whole entry, looked up): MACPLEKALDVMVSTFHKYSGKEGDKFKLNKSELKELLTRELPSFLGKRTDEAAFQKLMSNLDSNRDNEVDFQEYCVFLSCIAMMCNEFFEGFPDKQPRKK
#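 incubation = readout 5 min after mixing, signal stable up to 60 min | system = S100A4 monomer protein | buffer or medium = HEPES pH 7.2 with CaCl2, KCl, NaCl, DTT, Triton | benchmarks = neutral control DMSO, positive control TFP | also added = fluorescent myosin IIA peptide, 5 nM | compound dosing = one concentration per compound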
# SIRT5 block: SIRT5 desuccinylase inhibitors, primary screen, biochemical, fluorescence imaging, single point, set 5. NAD-dependent protein deacylase sirtuin-5, mitochondrial (Homo sapiens), Q9NXA8. Purified SirT5, succinyl-peptide AMC, trypsin-coupled fluorescence. 330,000 compounds, 1.1% hits. AID 652115, 2013. inhibition, % at 15 µM; in the data active = inhibition above about 15%
# Target sequence (Q9NXA8 whole entry, looked up): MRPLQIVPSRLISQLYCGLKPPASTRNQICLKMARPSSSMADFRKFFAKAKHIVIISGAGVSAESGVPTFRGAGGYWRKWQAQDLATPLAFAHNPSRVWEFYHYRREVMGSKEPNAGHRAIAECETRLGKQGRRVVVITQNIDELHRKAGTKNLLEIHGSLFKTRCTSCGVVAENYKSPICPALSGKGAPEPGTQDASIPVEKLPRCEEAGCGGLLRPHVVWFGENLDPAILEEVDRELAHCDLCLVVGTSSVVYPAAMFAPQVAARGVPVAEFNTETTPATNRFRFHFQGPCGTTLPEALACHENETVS
# esBAF inh: Bmi1 luciferase reporter increase in mESCs, primary screen, esBAF inhibitor project, mouse ES cells, Bmi1 luciferase knock-in, single point; 24 h; 100% = twice the neutral-well signal; reporter increase, % at 12.5 µM; 350,000 compounds, 2% hits; AID 602393, 2012; in the data active = activation above about 40%;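 also: 0% = median of the plate's neutral control wells and 100% = double that signal; a rise in the Bmi1 reporter signal indicates esBAF inhibition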
# LGR2 antag: inhibitors of bursicon-induced LGR2 CRE-luciferase signal, primary screen, cell-based, HEK293, CRE-luciferase reporter, bursicon stimulation | Drosophila bursicon receptor LGR2 (rickets) | bursicon-stimulated, 4 h | 380,000 compounds, 0.35% hits | AID 720647, 2013 | inhibition, % at 9.99 µM;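 active = drop in luminescence signal, shown as inhibition above about 50% in the replicate tests, limit read from the data, passing the limit was not always enough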;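 also: agonist challenge used bursicon conditioned medium at about half maximal strength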
# Statin myotox sup: suppressors of statin myotoxicity in C2C12 myotubes, primary screen, cell-based, single point, plate reader; C2C12 myotubes + simvastatin, ATP luminescence, 48 h; scaled: DMSO 0, geranylgeraniol control 100; rescue of ATP level, % at 7.49 µM; 330,000 compounds, 0.78% hits;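 active = mean ATP rescue above about 67%, or every replicate alone reaching that limit, limit read from the data, passing the limit was not always enough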;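 also: myotubes were challenged with 10 µM simvastatin during compound exposure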
# FN deposition inh: inhibitors of fibronectin matrix deposition, primary screen, AH1F cells, Alexa488-fibronectin fluorescence, plate reader | AH1F fibroblasts, overnight | inhibition, % at 12.6 µM | 350,000 compounds, 0.086% hits | AID 743247, 2014;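 active = mean inhibition across replicates of 30% or more, regardless of how many single replicates reach that level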;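 also: positive control wells lacked labelled fibronectin entirely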
#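 Test system: AH1F fibroblast monolayer depositing Alexa488-labelled fibronectin into matrix. Input: 10000 cells per well. Technique: fluorescence, ex 485 nm, em 525 nm. Buffer or medium: DMEM plus 2% serum, read in PBS. Timing: 1 h cell adhesion before compound, then overnight fibronectin incubation. Compound: single dose, pinned. Read-out basis: inhibition from reduced deposited-fibronectin fluorescence.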
# Casp6 inh: human caspase-6 inhibitors, primary screen, biochemical, VEID-R110 fluorescence, single point, set 2. purified caspase-6, Z-VEID-R110 cleavage fluorescence. AID 686996, 2013. inhibition, % at 12.5 µM. 350,000 compounds, 0.53% hits;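 active = mean inhibition across replicates at least about 35%, with every replicate also reaching that limit, limit read from the data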;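 also: 0% = median of neutral control wells and 100% = no fluorescence left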
# Target sequence (P55212 24-179 limits assumed): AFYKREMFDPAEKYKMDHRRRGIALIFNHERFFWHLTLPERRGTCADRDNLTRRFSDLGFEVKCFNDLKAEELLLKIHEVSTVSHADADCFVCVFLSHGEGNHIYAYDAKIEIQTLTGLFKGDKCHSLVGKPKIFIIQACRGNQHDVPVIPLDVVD
# Target sequence (P55212 194-293 limits assumed): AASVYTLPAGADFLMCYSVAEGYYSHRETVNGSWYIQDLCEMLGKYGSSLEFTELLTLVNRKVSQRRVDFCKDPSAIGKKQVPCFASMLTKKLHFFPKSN
# * = called active by the depositor; . = no result given; & = joins results of further samples. Only part of the results is shown, so the mix of outcomes need not match the whole.
compound | S100A4 inh HTS | SIRT5 block | esBAF inh | LGR2 antag | Statin myotox sup | FN deposition inh | Casp6 inh
O=C(CSc1nnc(CNC(=O)c2c(F)cccc2F)o1)c1ccccc1 | -6 | -3 | 2 | 2 | 0 | 4 | -2
CC1=CC(C)(C)N2C(=O)C(=O)c3cc(OC(=O)c4ccco4)cc1c32 | 2 | 0 | . | 7 | . | 11 | 13
C[C@@H](NC(=O)[C@@H]1CCCN1C(=O)OC(C)(C)C)c1ccccc1 | -5 | -5 | . | -2 | . | 7 | -5
O=C(NC(=S)N1CCN(C/C=C/c2ccccc2)CC1)c1c(F)cccc1F | 1 | 0 | . | . | . | 4 | 1
CC(C)(C)n1c(=O)[nH]c2c(c1=O)CCC2 | -3 | . | -6 | -1 | 16 | 2 | .
COc1ccc(C(=O)NNC(=O)C2CCN(S(=O)(=O)c3ccc(C)cc3)CC2)cc1 | -5 | -6 | 9 | -15 | -4 | 7 | 0
CCOC(=O)C1(CCCc2ccccc2)CCN(C(=O)CCC2=NNC(=O)CC2)CC1 | -5 | -2 | . | -1 | . | 1 | 2
CCCC(=O)Nc1ccc2c(c1)OC[C@H](C)N(Cc1cncnc1)C[C@H](C)[C@H](OC)CN(C)C2=O | 22 | 10 | -6 | 4 | 5 | -5 | -3
O=CN1CCN(c2ncnc3c2nnn3Cc2c(F)cccc2Cl)CC1 | -1 | 5 | . | 9 | . | . | -4
Nc1nc(Cl)nc2ccc(Br)cc12 | 8 | . | . | -13 | . | -4 | 0
CCOC(=O)c1cnc(Cc2ccccc2)[nH]c1=O | -13 | -2 | 1 | -11 | 3 | -2 | 1
Cc1ccccc1CC1(CO)CCCN(C(=O)c2cccc(Cl)c2)C1 (configuration not stated) | -19 | -1 | -4 | -1 | -12 | 2 | -2
C[C@@H]1CN([C@H](C)CO)C(=O)c2cccc(N(C)C)c2O[C@H]1CN(C)S(=O)(=O)c1cccs1 | 6 | -1 | 3 | -2 | -9 | -2 | 2
CO[C@@H]1CN(C)C(=O)c2cc(NC(=O)C3CC3)ccc2OC[C@@H](C)N(CC2CCOCC2)C[C@@H]1C | 2 | 0 | -1 | 11 | 1 | 1 | 1
COCC(C)n1c(SCc2nc3ccccc3c(=O)[nH]2)nc2ccccc2c1=O (configuration not stated) | -1 | 1 | . | 10 | . | -10 | .
CC(C)(C)c1ccc(CC(=O)N2CCC2(C)C(=O)NS(=O)(=O)c2ccccc2)cc1 (configuration not stated) | -5 | 3 | -2 | 2 | -1 | . | 1
CCc1c(C#N)c(SCCC(=O)Nc2ccc(OC)cc2)nc2c1C(=O)CC(C)(C)C2 | . | . | -4 | 4 | 30 | . | .
CN1c2ccc(-c3ccc(F)cc3)cc2[C@@H]2[C@@H](CCN2C(=O)Nc2cc(F)ccc2F)[C@@H]1CO | -12 | 0 | 2 | -9 | -4 | -69 | 0
CC(C)(C)OC(=O)N/N=C\c1cccnc1 | -1 | -2 | . | -6 | . | -1 | 2
C=CC[C@@H](CC(=O)NCCO)C(=O)NC[C@H](OC(=O)[C@@H](CC=C)CC(=O)OC(C)(C)C)c1ccccc1 | -4 | -4 | -8 | -4 | 0 | 5 | -2
CCC(=O)Nc1ccc2c(c1)OC[C@@H](C)N(C(=O)Cc1cccnc1)C[C@@H](C)[C@@H](OC)CN(C)C2=O | 15 | -2 | -8 | -3 | -6 | -14 | -2
Cc1ccc(C(C)C)c(OCc2nnc3n2CCCCC3)c1 | . | . | -7 | . | 8 | 8 | .
COc1cc(/C=C/c2nc3ccccc3s2)cc(OC)c1O | -11 | 1 | 40 | -38 | 4 | 1 | 4
CN1C(=O)c2cccc(NC(=O)CCc3ccccc3)c2C1=O | 1 | -2 | -2 | 9 | . | 2 | 0
CCOC(=O)C1=C(C)N(c2ccccc2)C(=O)C1CC(=O)O (configuration not stated) | . | . | 5 | . | -4 | 1 | .
Cn1c(=O)c2c(nc(Oc3ccc4c(c3)OCO4)n2Cc2ccc(F)cc2)n(C)c1=O | . | . | 13 | . | 13 | 2 | .
O=C(CSc1nnc(COc2ccc(Cl)cc2)o1)NC1CC2CCC1C2 (configuration not stated) | 11 | -2 | 0 | -33 | -44 | 2 | -3
Cc1ccc(CSCc2ccc(C(=O)NC3CCCC3)o2)cc1 | 4 | -2 | . | -8 | . | 8 | 0
CSc1nc(N)nc2c1ncn2Cc1ccccc1 | -1 | -1 | . | -9 | 30 | 11 | -1
CC(C)(C)OC(=O)N1CCC2CCN(S(C)(=O)=O)CC21 (configuration not stated) | -3 | . | . | -1 | . | 12 | 1
Cc1noc(C)c1C(=O)N1CCC1(C)C(=O)NS(=O)(=O)c1ccccc1Cl (configuration not stated) | 0 | 2 | -6 | 5 | 1 | -2 | -1
Cc1cc(C)n2nc(SC(C)C(=O)N(C)c3ccccc3)nc2n1 (configuration not stated) | -1 | 2 | 3 | 2 | 8 | 4 | 1
C[C@@H]1CN([C@@H](C)CO)C(=O)c2cc(NC(=O)C3CCCCC3)ccc2O[C@@H]1CN(C)S(=O)(=O)c1ccccc1 | 3 | -5 | -1 | 8 | -50 | . | 1
CCOc1ccc(S(=O)(=O)N2CCCC(C(=O)NCc3cccnc3)C2)cc1 (configuration not stated) | -2 | -1 | . | -2 | . | 5 | -2
CC(C)n1cc(C(=O)c2ccccc2O)cc(C#N)c1=O | 2 | -2 | -2 | 2 | 6 | . | 1
O=C(c1ccccn1)c1conc1C(=O)c1ccc(Br)cc1 | . | . | -18 | . | 7 | 8 | .
CN(Cc1c(F)cccc1Cl)C(=O)c1ccc(COc2ccccc2)cc1 | 1 | 0 | . | -4 | . | 0 | -182
CCN(CC)C(=O)[C@H]1C[C@H](CC(=O)NCc2ccc(OC)c(OC)c2)C(=O)N2CCc3c([nH]c4cc(-c5ccco5)ccc34)[C@]12C | 4 | -3 | 8 | 1 | -2 | 9 | 2
CC(NC(=O)c1ccc(NC(=O)c2ccco2)cc1)c1ccccc1 (configuration not stated) | -12 | -6 | . | -2 | . | -4 | -4
COCCNCC(=O)Nc1ccccc1Sc1ccccc1 | 1 | -1 | 1 | . | 3 | -1 | -1
C[C@@H]1CCCCO[C@@H](CN(C)C)[C@H](C)CN([C@H](C)CO)C(=O)c2cc(NC(=O)c3ccncc3)ccc2O1 | -14 | -5 | -1 | -1 | -4 | . | -2
C[C@@H](NC(=O)[C@@H]1[C@@H](CO)[C@@H]2Cn3c(cccc3=O)[C@H]1N2CCC(F)(F)F)c1ccccc1 | -2 | -2 | 1 | -16 | 33 | . | 3
CC(C)C(NC(=O)CN1C(=O)c2ccccc2C1=O)c1ccccc1 (configuration not stated) | 3 | -2 | 0 | 6 | -8 | 2 | 0
c1ccc(-c2noc(CSc3nnnn3C3CCCCC3)n2)cc1 | . | . | 10 | . | 32 | -7 | .
Cc1cc(N2CCOCC2)n2cc(-c3ccccc3)nc2n1 | -1 | -1 | . | 21 | . | . | -2
O=C(C[C@H]1CC[C@@H]2[C@H](COC[C@H](O)CN2Cc2ccccc2)O1)N[C@@H]1CCN(Cc2ccccc2)C1 | 2 | -3 | 0 | 11 | 8 | -1 | 0
COC(=O)C[C@H]1CC[C@H]2[C@@H](COc3ccc(NC(=O)c4ccccc4)cc3C(=O)N2C)O1 | 8 | -3 | . | 7 | . | -3 | 2
CNC[C@H]1Oc2ccc(NS(=O)(=O)c3ccc(C)cc3)cc2C(=O)N([C@H](C)CO)C[C@H]1C | -10 | 0 | 6 | 7 | 0 | . | -1
COc1ccccc1CN1C(=O)C(Cc2ccccc2)ON=C1c1ncccc1C (configuration not stated) | -2 | . | 6 | -3 | -10 | 5 | -1
CCCN(C)C[C@@H]1Oc2ncc(-c3ccccc3OC)cc2C(=O)N([C@@H](C)CO)C[C@H]1C | 0 | 1 | . | -15 | . | 9 | 0

# Later entries
compound | S100A4 inh HTS | SIRT5 block | esBAF inh | LGR2 antag | Statin myotox sup | FN deposition inh | Casp6 inh
Nc1nc(NCC(=O)O)nc(N2CCCCCC2)c1[N+](=O)[O-] | 2 | 5 | 8 | 12 | 2 | 5 | 3
O=C(C[C@H]1CC[C@H]2[C@@H](COC[C@@H](O)CN2C(=O)c2cnccn2)O1)NCc1ccc(Oc2ccccc2)cc1 | -4 | . | 1 | 8 | 8 | 6&4 | -1
COc1ccc(S(=O)(=O)N2CCCCC2)cc1NC(=O)Cn1c(=O)cnc2ccccc21 | -1 | -6 | . | 5 | . | 14 | -1
CC(C(=O)NC1CCCCCC1)n1cc([N+](=O)[O-])cn1 (configuration not stated) | 0 | . | -5 | -11 | -8 | 2 | -2
Cc1cc(NC(=O)CCl)n(-c2nc3ccccc3s2)n1 | 1 | 2 | . | -2 | . | 0 | -1
CCn1nc(C(=O)NNC(=O)c2cc(Cl)ccc2OC)c2ccccc2c1=O | 0 | -3 | -3 | 7 | 8 | 3 | 1
Cn1c(=O)c2sccc2n2c(CCCC(=O)NCCc3ccccc3)nnc12 | -5 | 0 | 0 | 8 | -14 | 5 | -1
CCOc1ccc(NC(=O)Cn2ncc3ccccc32)cc1 | -1 | -3 | 51* | -46 | -2 | -1 | 0
CC(NC(=O)CSc1n[nH]c(N)n1)c1ccccc1 (configuration not stated) | 4 | -8 | 7 | 20 | 2 | -5 | -2

# Structures shown so far that contain an aryl methoxy group:
compound | S100A4 inh HTS | SIRT5 block | esBAF inh | LGR2 antag | Statin myotox sup | FN deposition inh | Casp6 inh
COc1ccc(C(=O)NNC(=O)C2CCN(S(=O)(=O)c3ccc(C)cc3)CC2)cc1 | -5 | -6 | 9 | -15 | -4 | 7 | 0
CCc1c(C#N)c(SCCC(=O)Nc2ccc(OC)cc2)nc2c1C(=O)CC(C)(C)C2 | . | . | -4 | 4 | 30 | . | .
COc1cc(/C=C/c2nc3ccccc3s2)cc(OC)c1O | -11 | 1 | 40 | -38 | 4 | 1 | 4
CCN(CC)C(=O)[C@H]1C[C@H](CC(=O)NCc2ccc(OC)c(OC)c2)C(=O)N2CCc3c([nH]c4cc(-c5ccco5)ccc34)[C@]12C | 4 | -3 | 8 | 1 | -2 | 9 | 2
COc1ccccc1CN1C(=O)C(Cc2ccccc2)ON=C1c1ncccc1C (configuration not stated) | -2 | . | 6 | -3 | -10 | 5 | -1
CCCN(C)C[C@@H]1Oc2ncc(-c3ccccc3OC)cc2C(=O)N([C@@H](C)CO)C[C@H]1C | 0 | 1 | . | -15 | . | 9 | 0
COc1ccc(S(=O)(=O)N2CCCCC2)cc1NC(=O)Cn1c(=O)cnc2ccccc21 | -1 | -6 | . | 5 | . | 14 | -1
CCn1nc(C(=O)NNC(=O)c2cc(Cl)ccc2OC)c2ccccc2c1=O | 0 | -3 | -3 | 7 | 8 | 3 | 1
